PMI inhibition: MPI inhibition at elevated mannose 6-phosphate – biochemical, fluorescence intensity, high mannose 6-phosphate, primary screen (AID 1220); recombinant PMI enzyme, coupled fluorescence intensity; higher % means a stronger effect; hit rate 0.66% among 190,000; inhibition, % at 20 µM; hits with a dose series show IC50 in µM; in the data active = inhibition above about 50%
Siah-1 displacement: blockers of Siah-1 interaction with plectin peptide – biochemical, fluorescence polarization, rhodamine-plectin, uHTS, primary screen (AID 1817) | one-dose displacement, % at 20 µM; IC50 in µM for titrated hits | Siah-1 / rhodamine-plectin peptide fluorescence polarization; higher % means a stronger effect | hit rate 0.02% among 290,000;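 active = displacement of at least 50% at 20 µM, with a fluorescence ratio check between 0.3 and a set limit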;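 note: plate controls were Siah plus tracer with DMSO for no effect and tracer alone without Siah for full effect; strong numbers were not always called active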
Yfh1-off respiration: enhancers of respiration in Yfh1-depleted yeast, dose response, Friedreich's ataxia, plus single-dose screen (AID 1465); S. cerevisiae Yfh1-off respiration, WST-1 reduction, 72 h; higher fold induction means a stronger effect; one-dose fold induction at 50 µM; EC50 in µM for titrated hits; hit rate 0.074% among 220,000;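 active = fold induction of absorbance versus untreated yeast above a set limit, then at least 30% activation at any dose in follow-up; inconclusive = repeats straddling the limit, or above it without dose testing; inactive = fold induction below the set limit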;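 note: activators that raise dye reduction in frataxin-depleted yeast; strong numbers were not always called active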
XIAP antagonists: small molecules displacing peptide from XIAP – biochemical, IAP family, fluorescence polarization (AID 1018); displacement, % at 20 µM; hits with a dose series show IC50 in µM; hit rate 0.007% among 200,000; XIAP BIR domain, fluorescence polarization peptide displacement; higher % means a stronger effect; in the data active = displacement above about 50%; note: a part of the inactive calls stands beside numbers as strong as those of hits
P. falciparum M1AAP: malaria alanyl aminopeptidase activity blockers – biochemical, fluorogenic H-Leu-NHMec substrate, 1536-well (AID 1445). recombinant M1AAP, H-Leu-NHMec fluorogenic kinetic assay; higher % means a stronger effect. inhibition, % at 30 µM; hits with a dose series show IC50 in µM. hit rate 0.42% among 220,000;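 active = primary inhibition above the hit cutoff, then over 50% inhibition at one or more dose response concentrations, cut at about 23% in these data, passing the limit was not always enough; inconclusive = conflicting primary data, or primary hits not chosen for dose response; inactive = low primary inhibition, or under 50% at every dose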;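 note: plate controls were DMSO full reaction for no effect and no enzyme background for full effect; strong numbers were not always called active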
P. falciparum M17LAP: P. falciparum M17LAP inhibitors, primary screen, biochemical, fluorogenic H-Leu-NHMec substrate, 1536-well (AID 1619). recombinant M17LAP, H-Leu-NHMec fluorogenic kinetic assay; higher % means a stronger effect. one-dose inhibition, % at 30 µM; IC50 in µM for titrated hits. hit rate 0.38% among 220,000;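 active = compound inhibiting the enzyme by more than half at any dose during confirmatory dose-response retesting; inconclusive = strong single-dose inhibitors picked by rank but not retested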;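 note: plate controls were full reaction with DMSO carrier for no effect and no enzyme background for full effect; strong numbers were not always called active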
PhoP inhibition: inhibitors of PhoP regulon expression, primary screen, Salmonella Typhimurium, GFP reporter (AID 1863); S. Typhimurium PhoP-regulated promoter GFP reporter, 4 h; higher % means a stronger effect; inhibition, % at 50 µM, or IC50 in µM where a hit was titrated; hit rate 0.16% among 300,000;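 active = inhibition over 29.93%, a cutoff 3 SD above the screen mean, later confirmed by dose response; inconclusive = inhibition over 29.93% but no dose response follow-up; inactive = inhibition at most 29.93% or unconfirmed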;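 note: 0% = low Mg2+ inducing control and 100% = high Mg2+ repressing control; strong numbers were not always called active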
CSM14.1 death rescue: rescue of cells from ER stress-induced death, primary screen, 384-well, CSM14.1, thapsigargin, ATP luminescence (AID 1222); cellular ATP content (survival), % at 20 µM, or EC50 in µM where a hit was titrated; 190,000 tested, under 10 active; CSM14.1 thapsigargin-induced death rescue, ATP luminescence; higher % means a stronger effect;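 active = EC50 below 50 µM in the dose-response confirmation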;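 note: death triggered by thapsigargin at about 15 µM added after 2 h compound pretreatment; cell ATP read after overnight thapsigargin exposure of roughly 18 to 22 hours; normalized against plate controls of thapsigargin alone and 5% DMSO vehicle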
West Nile virus CPE: inhibition of WNV-induced cytopathic effect – cell-based, CPE readout (AID 1621) | West Nile virus-infected cells, CPE inhibition; higher % means a stronger effect | CPE inhibition, % at 10 µM, or IC50 in µM where a hit was titrated | hit rate 0.02% among 290,000; in the data active = a potency from the dose series; inconclusive = CPE inhibition mostly from about 3.7% at the one dose, without a potency; inactive = the rest, 99 in 100 with CPE inhibition below about 2.2%; note: strong numbers were not always called active
An asterisk follows results filed as active; i = inactive; u = inconclusive; x = not tested or not shown. The order is random; 1.6% or so of the library scored in one or more.

nr | SMILES | PMI inhibition | Siah-1 displacement | Yfh1-off respiration | XIAP antagonists | P. falciparum M1AAP
1 | CCCCC(=O)NC(c1ccco1)c1cc(Cl)c2cccnc2c1O (stereo unspecified) | x | -3% | i | -2.9% | -16%
2 | COc1ccc2nc(Cl)c(C3CC(c4ccco4)=NN3C(=O)CCCC(=O)O)cc2c1 (stereo unspecified) | x | 1% | i | x | 2%
3 | C/C(=N\Nc1ccc(F)cc1F)c1ccc(N2CCOCC2)cc1 | -144% | 11% | i | -6.5% | 2%
4 | O=C(N/C(=C/c1ccc(Br)cc1)c1nc2ccccc2[nH]1)c1ccco1 | 1% | -1% | i | -1.2% | 21%
5 | O=C(NOC(=O)c1ccccc1F)c1ccc(OC(F)F)cc1 | 5% | 14% | i | -7.4% | 5%
6 | c1ccc(C2=NN(c3ccccc3)CC2)cc1 | x | -2% | i | x | 4%
7 | Cc1ccc(CNC(=O)C2(NC(=O)Nc3ccc(C)cc3)CCCCC2)cc1 | 6% | 1% | i | -5.6% | 1%
8 | CC(=O)Oc1cc(OC(C)=O)c2c(C)cc(=O)oc2c1 | 17% | -2% | i | -3.0% | -3%
9 | CC(=O)Nc1ccc(NC(=O)C(C)OC(=O)CCC(=O)c2ccc(F)cc2)cc1 (stereo unspecified) | 13% | 1% | i | -1.7% | 8%
10 | COc1ccccc1-n1cc(C(=O)N2CCCC(CO)(Cc3ccccc3C)C2)cn1 (stereo unspecified) | -6% | 11% | i | -7.1% | -6%
11 | O=C(OCc1cc(=O)n2c(n1)sc1ccccc12)c1ccc2c(=O)n3c(nc2c1)CCC3 | -4% | 4% | i | 6.9% | x
12 | COc1cccc(/C=N/N2C(=O)CSC2=S)c1O | -34% | -6% | i | -10% | 11%
13 | Cc1ccc(S(=O)(=O)Nc2ccc(Oc3cccnc3)nc2)cc1 | x | 4% | i | x | 9%
14 | O=C(C1CCC(CNS(=O)(=O)c2cccc3nsnc23)CC1)N1CCN(c2ccccn2)CC1 (stereo unspecified) | -2% | 2% | i | -3.5% | 5%
15 | CCCOn1c(OCC(C)C)nc2ccccc2c1=O | -2% | 0% | i | -5.9% | -3%

nr | P. falciparum M17LAP | PhoP inhibition | CSM14.1 death rescue | West Nile virus CPE
1 | 12% | 13% | 4.1% | u
2 | 2% | 3% | x | 0.4%
3 | 24% | -5% | -0.8% | -0.6%
4 | 3% | -10% | 4.3% | -0.3%
5 | 16% | -2% | -1.1% | 0.5%
6 | -60% | -2% | x | 0.4%
7 | -6% | 1% | -0.1% | 3.0%
8 | 0% | -3% | 5.5% | -0.3%
9 | 5% | 19% | -1.3% | 0.5%
10 | -3% | 9% | 3.5% | -1.1%
11 | x | x | 3.8% | -0.2%
12 | 3% | -2% | -2.6% | 0.1%
13 | 4% | -10% | x | -0.5%
14 | -7% | 0% | 2.1% | -0.2%
15 | -7% | 4% | -0.5% | 0.6%

Part of the list above in order of heavy-atom count, largest number first.
nr | SMILES | PMI inhibition | Siah-1 displacement | Yfh1-off respiration | XIAP antagonists | P. falciparum M1AAP
11 | O=C(OCc1cc(=O)n2c(n1)sc1ccccc12)c1ccc2c(=O)n3c(nc2c1)CCC3 | -4% | 4% | i | 6.9% | x
1 | CCCCC(=O)NC(c1ccco1)c1cc(Cl)c2cccnc2c1O (stereo unspecified) | x | -3% | i | -2.9% | -16%
12 | COc1cccc(/C=N/N2C(=O)CSC2=S)c1O | -34% | -6% | i | -10% | 11%

nr | P. falciparum M17LAP | PhoP inhibition | CSM14.1 death rescue | West Nile virus CPE
11 | x | x | 3.8% | -0.2%
1 | 12% | 13% | 4.1% | u
12 | 3% | -2% | -2.6% | 0.1%

Next section.
nr | SMILES | PMI inhibition | Siah-1 displacement | Yfh1-off respiration | XIAP antagonists | P. falciparum M1AAP
16 | COc1ccc(Oc2nc3c(c(=O)n(C)c(=O)n3C)n2Cc2cccc(OC)c2)cc1 | -8% | -4% | i | -2.2% | 2%
17 | CC(C)(CC(=O)O)CC(=O)NNc1ncccc1C#N | x | -2% | i | x | -3%
18 | Cc1ccccc1N1C(S)=C(C#N)C(=O)NC1c1cccs1 (stereo unspecified) | -16% | -1% | i | -7.2% | 9%
19 | CCCc1cc(=O)oc2cc(OCC(=O)Nc3ccc4c(c3)OCCO4)ccc12 | -3% | 2% | i | -1.8% | -1%
20 | CCC(C)NC(=O)COc1ccc(S(=O)(=O)N2CCOCC2)cc1 (stereo unspecified) | 2% | -2% | i | -18% | 1%
21 | CCN1CCCC1CNCc1cccc(OC)c1OCc1ccccc1F (stereo unspecified) | -8% | -3% | i | -0.5% | 1%
22 | O=C(Cc1cccc2ccccc12)NN1C(=O)C2C(C1=O)C1C=CC2C12CC2 (stereo unspecified) | -2% | 8% | i | -6.6% | -2%
23 | Cn1c(CN2CCOCC2)nnc1SCc1cccc(F)c1 | 3% | 0% | i | -7.7% | 5%
24 | CN(C)C(CNC(=O)C1CCCN(C(=O)c2ccc(Cl)cc2)C1)c1ccco1 (stereo unspecified) | -13% | 1% | i | -3.7% | 4%
25 | COc1ccccc1N1CCN(C(=O)c2ccc([N+](=O)[O-])s2)CC1 | 24% | -1% | i | -2.2% | 3%
26 | Cc1[nH]c2ccccc2c1C(=O)C(=O)N1CCN(C(=O)c2ccco2)CC1 | -8% | -6% | i | 1.6% | 7%
27 | CCCN(CCC)C(=O)CSc1nc2ccsc2c(=O)n1NC(=O)c1ccccc1 | -9% | 0% | i | -3.9% | 3%
28 | Cc1ccc(C)n1-c1cccc(NC(=O)c2ccccc2)c1 | 13% | -1% | i | -1.5% | 9%
29 | CN(CC(=O)NCCN1CCCCCC1)S(=O)(=O)c1cccc2nsnc12 | 19% | -6% | i | -0.9% | 5%
30 | O=C(Nc1ccc(Cl)c(Cl)c1)Nc1ccc(Br)cc1F | 7% | 10% | i | -11% | -2%

nr | P. falciparum M17LAP | PhoP inhibition | CSM14.1 death rescue | West Nile virus CPE
16 | -10% | 3% | -2.2% | -0.4%
17 | -2% | -2% | x | 0.3%
18 | 3% | 23% | -1.1% | 0.5%
19 | 14% | -5% | 0.6% | 0.3%
20 | -3% | -5% | 0.5% | -0.2%
21 | 9% | -4% | -0.6% | -0.3%
22 | 6% | -3% | -1.2% | -0.3%
23 | 3% | 8% | -3.0% | -0.1%
24 | -4% | 3% | 0.6% | -0.1%
25 | -1% | -18% | 0.2% | -0.7%
26 | 2% | -11% | -0.3% | -0.4%
27 | 4% | -8% | -0.7% | -0.1%
28 | 10% | 17% | 26% | -0.6%
29 | 4% | 7% | -0.6% | -0.7%
30 | -3% | -21% | -5.6% | 2.9%

Additional results:
nr | SMILES | PMI inhibition | Siah-1 displacement | Yfh1-off respiration | XIAP antagonists | P. falciparum M1AAP
31 | COc1ccccc1/C=N/NC(=O)CNC(=O)c1ccc(S(=O)(=O)N(C)C)cc1 | 0% | -3% | i | -7.8% | 3%
32 | C/C=C(\C)C(=O)NCCN1C2=NC[C@@H](Cc3ccccc3)N2C[C@H]1Cc1ccc(O)cc1 | 3% | -4% | i | -3.9% | -5%
33 | Cc1oc(/N=C/c2ccc(Cl)cc2)c(C#N)c1C | -1% | 1% | i | -0.2% | 0%
34 | Cc1ccc(CNC(=O)[C@H](C)[C@H]2C[C@]2(C)[C@H](NC(=O)OCc2ccccc2)c2ccccc2)o1 | -8% | -3% | i | -13% | 10%
35 | CN1CCN(C(=O)CSc2ccc(C(F)(F)F)cc2[N+](=O)[O-])CC1 | -2% | 10% | i | -3.3% | -1%
36 | NS(=O)(=O)c1ccc(CCNC(=O)C2CCN(S(=O)(=O)c3cnc[nH]3)CC2)cc1 | 17% | 1% | i | -2.8% | 12%
37 | CCc1ccc(C2CC(c3ccc(Cl)cc3)n3nc(N)nc3N2)cc1 (stereo unspecified) | -7% | 10% | i | -3.5% | 0%
38 | COC(=O)c1nn(-c2ccccc2)c2nnc(Cc3ccc(C)cc3)c(=O)n12 | -1% | -2% | i | -5.5% | 9%
39 | O=C(NCc1n[nH]c(=S)n1Cc1ccccc1)c1ccccc1 | -23% | -5% | i | -5.4% | 0%
40 | Cc1ccc(N2CCN(C(=O)c3cccc([N+](=O)[O-])c3)CC2)cc1Cl | 4% | 6% | i | -3.4% | 3%
41 | O=C(CCN1C(=O)COc2ccccc21)NCCN1CCN(c2cccc(Cl)c2)CC1 | 9% | -3% | i | -4.2% | 2%
42 | Nc1n[nH]c2c1C1(CCCCC1)Cc1ccccc1-2 | -7% | -2% | i | -6.6% | 6%
43 | COc1ccc(C(=O)NCc2nnc(SCC(=O)Nc3nnc(C)s3)o2)cc1OC | -5% | 0% | i | -3.9% | 1%
44 | CCc1c(C#N)c(SCCC(=O)Nc2ccc(OC)cc2)nc2c1C(=O)CC(C)(C)C2 | 4% | -1% | i | -0.9% | 0%
45 | COc1ccc(N(CC(=O)NC2CCCCC2)C(=O)CNC(=O)c2ccco2)c(OC)c1 | -1% | -5% | i | -6.4% | -2%
46 | COC(CNc1ccc([N+](=O)[O-])c(NCC(OC)OC)c1C#N)OC | x | 9% | i | x | 10%
47 | CCOC(=O)N1CCC(N2Cc3cccc(C(=O)Nc4ccc(OC)c(OC)c4)c3C2=O)CC1 | 9% | 2% | i | 1.9% | 13%
48 | CCS(=O)(=O)N1CCC(NC(=O)C2CCCCC2)CC1 | -15% | -3% | i | -7.0% | 3%

nr | P. falciparum M17LAP | PhoP inhibition | CSM14.1 death rescue | West Nile virus CPE
31 | 0% | 4% | x | 0.4%
32 | -6% | -1% | -0.4% | 0.1%
33 | -2% | -10% | -1.3% | -0.6%
34 | 3% | -6% | 1.3% | -0.5%
35 | -10% | 7% | 15% | -0.4%
36 | 8% | 4% | -0.2% | 0.0%
37 | -2% | -11% | -1.0% | -0.8%
38 | -5% | -7% | -1.1% | -0.5%
39 | 6% | -1% | x | -0.4%
40 | -4% | -4% | 0.8% | -1.3%
41 | 6% | -6% | x | -0.8%
42 | 14% | -11% | -1.0% | -0.3%
43 | 15% | 5% | -1.2% | 0.4%
44 | 14% | 12% | -1.8% | -0.3%
45 | 6% | 3% | 27% | -0.5%
46 | 4% | -3% | x | -0.7%
47 | 7% | 2% | -1.5% | 0.5%
48 | 1% | -6% | 2.5% | 0.0%

High-throughput results deposited in PubChem BioAssay by several laboratories.
